KCNH2 WT inh: qHTS for Inhibitors of KCHN2 3.1: Wildtype qHTS. U2OS, BacMam KCNH2, thallium flux FluxOr; hits give low values. activity change, % at 1.84 µM. AID 720551, 2013. 340,000 compounds, 0.37% hits;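 active = maximum activity change below -70%; inconclusive = maximum activity change between -70% and -50%; inactive = maximum activity change above -50%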; note: % is set by controls: 0 for no effect and ±100 for the full control effect
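U2OS cells transduced with wild-type KCNH2 virus are loaded with FluxOr dye for 45 min, and thallium flux is measured in kinetic reads before and after stimulation buffer. Rate constants are normalized to DMSO controls.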
GALK inh: qHTS Assay for Inhibitors of Human Galactokinase (GALK); P51570; Purified GALK, Kinase-Glo residual ATP luminescence; Potency, µM (titrated, usually from 57.5 µM), inactives show at the top dose activity change, negative = inhibition, usual class: inhibitors; 270,000 compounds, 0.007% hits; note: potency is the fitted concentration of half-maximal effect; % is set by controls: 0 for no effect and ±100 for the full control effect
Target sequence (P51570 whole entry, looked up): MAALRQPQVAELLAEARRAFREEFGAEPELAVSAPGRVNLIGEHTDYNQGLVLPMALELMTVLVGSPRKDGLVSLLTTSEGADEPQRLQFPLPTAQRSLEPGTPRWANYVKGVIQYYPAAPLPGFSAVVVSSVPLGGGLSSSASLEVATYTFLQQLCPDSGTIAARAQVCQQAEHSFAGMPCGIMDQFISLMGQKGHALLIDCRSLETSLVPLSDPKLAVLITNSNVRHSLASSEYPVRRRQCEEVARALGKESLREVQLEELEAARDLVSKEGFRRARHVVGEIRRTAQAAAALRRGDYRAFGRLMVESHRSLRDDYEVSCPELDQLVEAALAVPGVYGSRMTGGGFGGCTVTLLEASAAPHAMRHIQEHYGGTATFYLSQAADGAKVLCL
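Kinase-Glo Plus luminescence measured ATP left after a 1 h room-temperature reaction. The reaction used 5 nM GALK, 100 uM galactose and 35 uM ATP at pH 8.0 (20 mM HEPES, 5 mM MgCl2, 60 mM NaCl, 1 mM DTT, 0.01% BSA).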
TSHR antagonist: Antagonists of the Thyroid Stimulating Hormone Receptor: HTS campaign | Thyrotropin receptor (Homo sapiens), P16473 | TSHR-expressing cells, TSH-stimulated cAMP HTRF, 2 h; hits give low values | activity change, negative = inhibition, % at 11.5 µM | 330,000 compounds, 0.2% hits;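 active = activity change below a set negative limit, meaning inhibition stronger than a set level, cut at about -70% in these data; inconclusive = activity change between two set negative limits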; note: % is set by controls: 0 for no effect and ±100 for the full control effect
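Read-out is FRET at 665 nm (cryptate excitation 337 nm) from a cryptate-tagged anti-cAMP antibody, competed by cell cAMP against cAMP-d2. Compounds are tested on freshly harvested TSHR cells challenged with 4nM TSH (EC80) for 2 hours at 37 deg C.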
TCR activator: Activators of T cell receptors: qHTS campaign; Potency, µM (titrated, usually from 9.22 µM), for inactives: at the top dose activation of IL-2 secretion, hits mostly activators; 330,000 tested, under 10 active; primary human leukocytes, anti-CD3, IL-2 HTRF, 48 h; note: % of control where 0% means no effect
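1) Mix primary human leukocytes, a-CD3 beads and compound. 2) Incubate 48 hr. 3) Add HTRF IL-2 reagents (a-IL-2-K, a-IL-2-d2).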
BCR signal inh: qHTS Assay to Find Inhibitors of Chronic Active B-Cell Receptor Signaling. ABC-DLBCL IkBa-CBG/CBR reporter, luminescence ratio, 4 h. Potency, µM (doses to about 46.1 µM), for the others: top-dose ratio change, negative = lower green/red ratio, usual class: inhibitors. 340,000 compounds, 0.05% hits. AID 493014, 2011; active = well fitted inhibition curve with a large enough effect in the signal ratio, with a control signal flat, not every such curve was filed as active; inconclusive = small, poorly fitted or top-dose-only effect, or effect the other way, or a change in a side signal; the % refers to the signal ratio;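 note: potency is the fitted concentration of half-maximal effect; plate controls were basal doxycycline-induced cells for no effect and cells given 10 µM MG132 for full effect; MG132 reads +100%, hits lower the ratio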
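TMD8 ABC-DLBCL cells carrying doxycycline-inducible green luciferase fused to IkappaBalpha plus unfused red luciferase were exposed to compounds (up to 46 uM) for 4 hrs at 37C. Activity came from the overlap-corrected green/red luminescence ratio.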
Giardia kill: Small Molecules that selectively kill Giardia lamblia: qHTS. Giardia lamblia trophozoite viability. 340,000 compounds, 0.15% hits. activity change, % at 7.66 µM, hits read low. AID 540267, 2011; in the data active = activity change below about -80%; inconclusive = between about -30% and that limit;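 note: parasites exposed to compound for two days anaerobically before the ATP read; % is set by controls: 0 for no effect and ±100 for the full control effect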
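Luminescence from cellular ATP indicates surviving trophozoites (100 cells/well) following 48 hrs anaerobic compound treatment at 37 deg C; signal develops 15-30 min at room temperature.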
Tb PFK block: qHTS Assay to Find Inhibitors of T. brucei phosphofructokinase. 330,000 compounds, 0.17% hits. T. brucei PFK, ADP-Glo luminescence. Potency, µM (highest dose often 57.5 µM), for inactives: at the top dose activity, negative = inhibition, usual class: inhibitors;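 note: potency is the fitted concentration of half-maximal effect; 0% = uninhibited 1x PFK enzyme wells and -100% = no-enzyme wells; nearly all actives have a fitted effect of over 60% in size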
Target sequence (O15648 whole entry, looked up): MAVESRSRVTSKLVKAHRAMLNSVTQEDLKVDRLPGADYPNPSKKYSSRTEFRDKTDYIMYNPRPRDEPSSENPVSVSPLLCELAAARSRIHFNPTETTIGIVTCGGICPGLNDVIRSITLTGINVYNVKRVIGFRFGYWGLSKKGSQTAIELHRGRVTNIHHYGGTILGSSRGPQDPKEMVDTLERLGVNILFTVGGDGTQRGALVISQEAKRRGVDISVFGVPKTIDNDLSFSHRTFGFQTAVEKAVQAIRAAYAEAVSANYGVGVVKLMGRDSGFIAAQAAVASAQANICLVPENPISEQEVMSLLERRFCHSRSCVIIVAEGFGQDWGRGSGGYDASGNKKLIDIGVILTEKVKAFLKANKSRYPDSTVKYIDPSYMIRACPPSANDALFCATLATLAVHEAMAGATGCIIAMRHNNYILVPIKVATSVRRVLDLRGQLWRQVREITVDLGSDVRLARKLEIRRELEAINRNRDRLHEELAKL
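Activity is normalized to no-enzyme wells (full inhibition) and 1.25 nM enzyme wells (no inhibition). Reaction: 0.5 mM F6P, 0.1 mM ATP, 45 min RT, ADP-Glo luminescence; concentration-response curves fitted and classed by quality.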
FBPA coupling cs: qHTS Assay for Inhibitors of Fructose-1,6-bisphosphate Aldolase from Giardia Lamblia: Coupling assay counterscreen; coupling enzyme system counterscreen, AmpLite Red fluorescence; activity change, negative = inhibition, % at 58.2 µM, hits read low; 290,000 compounds, 0.67% hits; AID 2472, 2010; in the data active = activity change below about -30%; note: % is set by controls: 0 for no effect and ±100 for the full control effect
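Fluorescence at 525 nm excitation and 598 nm emission measured inhibition of the coupled detection system without aldolase. Compounds (at 57.5 uM final) were preincubated 10 min at room temperature with coupling enzyme reagent before a 20 min substrate/AmpLite Red step.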
MLL CXXC-DNA inh: qHTS Fluorescence Polarization Assay for Inhibitors of MLL CXXC domain - DNA interaction; Histone-lysine N-methyltransferase 2A (Homo sapiens), Q03164; MLL-CXXC / FITC-HOXA9 DNA fluorescence polarization; Potency, µM (highest dose often 115 µM), inactives show top-dose activity change, negative = inhibition, hits mostly inhibitors; 290,000 compounds, 0.037% hits; AID 2662, 2010; active = well fitted inhibition curve with a large enough effect in the polarisation, with a control signal flat, not every such curve was filed as active; inconclusive = small, poorly fitted or top-dose-only effect, or effect the other way, or a change in a side signal; inactive = no such curve, though single readings can be large or run the other way; the % refers to the polarisation; note: potency is the fitted concentration of half-maximal effect
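Fluorescence polarization: 7 uM MLL-CXXC (stock) preincubated 5 min with compounds, then 50 nM fluorescein-HOX-A9 DNA (stock) added; 30 min ambient. Buffer 50 mM Tris-HCl pH 7.5, 50 mM NaCl, 1 mM DTT, 0.05% BSA.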
AT treatment: qHTS Assay for Identifying a Potential Treatment of Ataxia-Telangiectasia | […] A-T fibroblasts, KAP-1 phosphorylation AlphaLISA; neocarzinostatin DNA damage 30 min before lysis | Potency, µM (highest dose often 57.5 µM), for the others: at the top dose activation, actives largely listed as activators | 320,000 compounds, 0.19% hits | AID 485349, 2010; note: potency is the fitted concentration of half-maximal effect; % of control where 0% means no effect; nearly all actives have a fitted effect of over 45% in size
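hTERT-immortalized A-T patient fibroblasts ([…]), 500 cells/well in OPTI-MEM, 1% FBS, got compounds for 60 min, then NCS for 30 min at 37C. Lysates were then assayed for phospho-KAP-1 by AlphaLISA (anti-pKAP1 donor, anti-KAP1 acceptor beads), 6 hr at 25C.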
* = called active by the depositor; ? = inconclusive; / = not tested or not shown; [ ] = dose if it differs, or a comment. Unless noted, calls come from the whole dose curve; as a rule, active = well fitted curve in the direction sought with a large enough effect; inconclusive = small, poorly fitted or top-dose-only effect, or another doubt; inactive = no such curve, though single readings can be large; an effect the other way counts as inactive or inconclusive.

SMILES	KCNH2 WT inh	GALK inh	TSHR antagonist	TCR activator	BCR signal inh	Giardia kill	Tb PFK block	FBPA coupling cs	MLL CXXC-DNA inh	AT treatment
COc1ccc(CNC(=O)CCCNS(=O)(=O)c2cccc3nonc23)cc1	3	1%	-6	5%	?	2	1%	-2	5%	7%
O=C(NN1C(=O)/C(=C\c2cccnc2)SC1=S)C(c1ccccc1)c1ccccc1	-1	-6%	-14	-1%[46.1 µM]	8%	27	2%	5	0%	-3%
CCCCNc1c(-c2ccc(SC3CCCCC3)cc2)nc2ccccn12	?	/	-14	-9%	?	30	4%	/	/	?
CCOc1ccc(N(CC(=O)NC2CC3CCC2C3)S(=O)(=O)c2ccccc2)cc1 (stereo not given)	-16	0%	9	4%	7%	9	-1%	-1	-1%	9%
CC(=O)Oc1c2occc2cc2ccc(=O)oc12	7	-4%	5	4%	20%	-5	?	-27	-7%	-1%
Cc1nnc(NC(=O)Nc2cccc(Cl)c2)s1	10	0%	-10	-5%	-18%	-3	-19%	2	22%	-7%
CC[C@]12c3[nH]c4cc(-c5ccco5)ccc4c3CCN1C(=O)[C@@H](CC(=O)NCc1cccc(C(F)(F)F)c1)C[C@@H]2C(=O)N1CCN(C(=O)C2CC2)CC1	-4	/	-1	-1%[46.1 µM]	-20%	?	-3%	/	/	5%
COC(=O)/C(=N/Nc1ccccc1OC)N1CCCc2ccccc21	6	0%	8	-2%	14%	6	0%	3	7%	0%
CCOc1ccc(N/C=C/C(=O)c2ccc(OC)cc2)cc1	-10	5%	-3	10%	-2%	4	-4%	2	4%	0%
O=C1OCCN/C1=C\C(=O)c1ccc(Cl)cc1	3	-2%	0	8%	?	-1	4%	0	3%	5%
N#CCSc1nc2c(sc(=S)n2Cc2ccco2)c(=O)n1-c1ccc(F)cc1	4	-3%	-16	1%	4%	5	1%	-10	-2%	5%
Cc1ccc(C)c(C(=O)CC2(O)C(=O)Nc3ccccc32)c1 (stereo not given)	-16	1%	6	0%	0%	-1	-9%	3	-3%	5%
Cc1ccccc1NS(=O)(=O)c1ccc(OCCNS(C)(=O)=O)cc1	-3	0%	10	1%[46.1 µM]	-2%	5	0%	-1	7%	3%
O=C(NCc1cccnc1)c1cc(S(=O)(=O)N2CCCC2)c(Cl)cc1Cl	4	-3%	-1	3%	0%	6	0%	1	-6%	-7%
NC(=O)c1ccc(NCc2ccco2)c([N+](=O)[O-])c1	-2	0%	22	2%	-1%	60[activator]	3%	3	5%	-7%
O=C(N/N=C/c1ccc(OC(=O)c2ccccc2Cl)cc1)c1ccc(O)cc1	-17	-5%	4	2%	3%	-8	0%	/	-4%	12%
CCC(=O)OCC(=O)Nc1cc(S(=O)(=O)N(C)C)ccc1Cl	7	1%	-9	-4%	0%	11	1%	1	3%	5%
Cc1ccsc1/C=N/NC(=O)c1nnn(-c2nonc2N)c1-c1ccccc1	-8	5%	5	-1%	2%	16	2%	-7	0%	3%
O=C(Cc1ccccc1)NNC(=O)Nc1ccccc1	-3	-3%	2	10%	2%	-9	5%	4	9%	0%
Cc1ccc(S(=O)(=O)NNC(=O)C2CC=CCC2C(=O)O)cc1 (stereo not given)	-1	-2%	18	-2%	1%	10	4%	0	9%	3%
O=C(Nc1ncc(S(=O)(=O)c2ccc([N+](=O)[O-])cc2)s1)c1cccnc1	-1	/	-3	-2%	?	-2	-2%	7	2%	-5%
CC(C)c1ccc(NCCC(=O)c2ccc(Br)cc2)cc1	-10	-1%	9	0%[46.1 µM]	1%	-17	8%	1	13%	-8%
Cc1ccc(NC(=O)CN2CCc3cc4c(cc3C2)OCCCO4)cc1	-48	-2%	-9	6%	-21%	22	-11%	/	-5%	0%
Cc1cccc(NC(=S)NNC(=O)c2ccc(Br)o2)c1	-10	1%	-8	2%	-13%	5	-4%	4	-7%	0%
C=CCn1c(SCC(=O)NCCCC)nc2scc(-c3ccco3)c2c1=O	9	3%	-7	0%[46.1 µM]	?	-11	-7%	1	-1%	1%
CCCCNC(=O)CN1C(=O)NC(CCc2ccccc2)C1=O (stereo not given)	7	-2%	1	-9%	-4%	25	2%	5	0%	-5%
CCn1c(=O)c(=O)[nH]c2cc(C(=O)N(C)Cc3ccc(OC)c(F)c3)ccc21	-1	0%	-8	-7%	1%	19	1%	0	1%	-3%
O=C(O)c1ccc(C2CCCCC2)cn1	-2	0%	3	-2%	7%	1	-1%	-49*	?	-2%
Cc1c2cnn(CC(=O)NCCN3CCOCC3)c(=O)c2c(C)n1Cc1ccc(F)cc1	12	/	-7	4%	-6%	-15	-2%	2	/	-4%
Cc1noc(C(=O)NCc2ccccc2)c1Cl	-2	3%	7	-4%	0%	8	-1%	1	-3%	6%
CCC(C)NC(=O)CSc1ccc(NC(C)=O)cc1 (stereo not given)	2	-1%	-4	6%	-13%	-14	3%	2	9%	2%
COc1ccc(S(=O)(=O)N(C)CC(=O)Nc2ccc(C(N)=O)cc2)cc1OC	-2	-1%	4	0%	?	-5	-1%	5	0%	0%
CCN(CC)CC(=O)Nc1scc2c1c(=O)oc1ccccc12	16	-1%	-7	0%	?	9	-12%	2	-8%	1%
COc1ccc(S(=O)(=O)Nc2cccc(N(C)S(C)(=O)=O)c2)cc1Br	-9	0%	12	1%[46.1 µM]	-2%	16	2%	5	0%	-8%
O=C(NC(=S)Nc1ccccc1CO)C1CCCCC1	15	/	-4	-5%[46.1 µM]	1%	-1	2%	/	/	0%
COC(=O)Nc1ccc(S(=O)(=O)N2CCC(C)CC2)cc1	1	-1%	-1	-2%	-25%	-6	0%	0	-15%	-4%
CC1(C)CC(=O)CC(=Nc2ccc(C(=O)O)cc2)C1	-6	-1%	-1	0%	0%	-10	19%	2	0%	7%
CCOc1cc(-c2noc(CCC(=O)N3CCOCC3)n2)ccc1OC	2	-2%	-5	-2%	0%	-8	0%	0	-4%	-5%
COc1cc(NC(=O)c2ccc(-c3cccc(F)c3)o2)ccc1NC(=O)c1ccccc1Cl	-10	/	-7	8%	8%	-9	6%	/	/	0%
Cc1cccc(N2CCN(Cc3c(C)n(C)n(-c4ccccc4)c3=O)CC2)c1C	44	4%	3	5%	-1%	1	?	1	10%	-4%
CN(c1ccc(C(=O)NCC2CCCO2)cc1)S(=O)(=O)c1ccccc1 (stereo not given)	-8	-2%	-12	0%	0%	8	0%	1	-1%	3%
O=C(COC(=O)CCc1ccc(S(=O)(=O)N2CCOCC2)cc1)NCc1ccc(Cl)cc1	-4	-1%	-1	1%	?	16	-12%	0	8%	-6%
COc1ccc(Nc2nc(C)c3ccccc3n2)cc1	2	1%	-2	0%	?	-1	-3%	0	10%	3%
Cc1c(C(=O)NCC(C)(C)N2CCOCC2)oc2ccccc12	0	/	-19	/	8%	2	-1%	/	/	6%
COc1ccc(-c2nsc3c(SCC(=O)Nc4cc(C)ccc4C)ncnc23)cc1	/	0%	44	/	-2%	/	-2%	-2	26%	-3%
O=C(NCc1cccs1)c1ccc(N2CCCCC2)nc1	3	0%	/	/	/	4	/	1	-1%	/
Nc1nc(Sc2ccc(C(F)(F)F)cc2[N+](=O)[O-])n[nH]1	-12	-1%	-5	-24%	1%	14	-2%	0	-6%	0%
C=CCOn1c(-n2nc(C)cc2C)nc2ccccc2c1=O	2	-2%	7	-2%	3%	3	3%	0	-2%	-9%
O=C(O)CCc1ccc(-c2ccccc2)n1-c1ccc(C(=O)O)cc1	-36	3%	-5	-1%	?	27	17%	9	?	-30%
O=[N+]([O-])c1cc(C(F)(F)F)ccc1NCCc1ccncc1	1	-1%	-3	-6%	0%	-6	4%	-1	-5%	4%
COC(=O)CN1C(=O)CSc2ncccc21	0	0%	34	-3%	6%	8	1%	-5	-4%	/
Cc1ccc(NC(=S)Nc2ccccn2)cc1C	-1	5%	10	3%	?	-3	-7%	1	-13%	3%
COc1cccc(CN2CCNC(=O)C2CC(=O)NCc2cc(C(C)C)no2)c1 (stereo not given)	-21	11%	-4	1%	-9%	-6	-2%	-2	-6%	2%
Cc1cc(C)nc(SCC(=O)c2ccc(O)c(O)c2)n1	-11	-2%	5	9%	-12%	20	9%	-6	-8%	9%
O=C(O)C1CCCCC1C(=O)NCc1ccccn1 (stereo not given)	12	2%	4	3%	2%	6	0%	5	14%	9%

Screening data from PubChem.
